Source: PubChem BioAssay (NCI)
yeast mlh1 rad18 = NCI yeast anticancer drug screen, S. cerevisiae mlh1 rad18 strain. growth inhibition, % at 50 µM. actives 11% (n = 79,000). AID 175, 2004;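 further: 0% = growth of vehicle-only cultures of the same strain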
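In this whole-cell yeast screen, a strain with altered DNA damage repair is challenged with compound, and its growth is measured against matched vehicle-treated controls.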
sgs1 mgt1 = NCI yeast anticancer drug screen, S. cerevisiae sgs1 mgt1 strain | growth inhibition, % at 50 µM | actives 10% (n = 78,000) | AID 161, 2004;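 further: 0% = growth of vehicle-only cultures of the same strain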
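This yeast growth screen uses a strain with defined DNA-repair lesions; compound-treated growth is compared with vehicle-treated growth.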
yeast rad50 = NCI yeast anticancer drug screen, S. cerevisiae rad50 strain | % growth inhibition at 50 µM | actives 10% (n = 79,000) | AID 155, 2004;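 further: 0% = growth of vehicle-only cultures of the same strain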
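Yeast carrying a defined DNA repair defect were exposed to test compounds, and growth was compared with vehicle-treated controls to give percent inhibition.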
yeast cln2 rad14 = NCI yeast anticancer drug screen, S. cerevisiae cln2 rad14 strain; growth inhibition, % at 50 µM; actives 8.3% (n = 78,000);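 further: 0% = growth of vehicle-only cultures of the same strain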
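cln2 rad14 yeast strain; compound exposure; growth inhibition read vs vehicle controls.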
yeast mec2-1 = NCI yeast anticancer drug screen, S. cerevisiae mec2-1 strain; actives 9% (n = 79,000); AID 157, 2004; growth inhibition, % at 50 µM;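 further: 0% = growth of vehicle-only cultures of the same strain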
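Test agents were screened against the mec2-1 yeast strain, with defined DNA repair or cell cycle alteration. Growth was scored as inhibition against vehicle-only controls.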
yeast bub3 = NCI yeast anticancer drug screen, S. cerevisiae bub3 mutant strain. growth inhibition, % at 50 µM. actives 9.9% (n = 78,000);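 further: 0% = growth of vehicle-only cultures of the same strain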
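Part of a panel of yeast mutants defective in DNA damage repair or cell cycle regulation. Each strain is grown with compound, and inhibition is calculated relative to solvent-treated cultures.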
The depositor's hits bear a star; & = joins results of further samples. No stated cut-off is given here; in the data, active means growth inhibition above about 70%; inactive means the rest. This is a random part of the collection, and some 14% of all compounds hit somewhere here.

The first 7 records (preview)
SMILES	yeast mlh1 rad18	sgs1 mgt1	yeast rad50	yeast cln2 rad14	yeast mec2-1	yeast bub3
COc1ncnc2ncn(C)c12	0	-1	5	-13	18	7
O=C1C(C(O)(C(F)(F)Cl)C(F)(F)Cl)CCCC1C(O)(C(F)(F)Cl)C(F)(F)Cl (stereo not drawn)	100*	100*	100*	99*	100*	100*
CC(C)(CCC#N)c1nc2sc(C(C)(C)CCC#N)nc2s1	8	-1	-24	-48	1	-23
Cc1ccc(-c2ccccc2)cc1CC(Cl)(Cl)Cl	53	-2	-20	-23	-23	39
Cn1cc(C(C)(c2ccccc2)c2cn(C)c3ccccc23)c2ccccc21	-11	-4	-14	-24	-6	-6
Nc1nc(N)nc(-c2ccccc2-n2nnc3ccccc3c2=O)n1	-6	-10	-16	22	9	11
COc1ccc(C)cc1OC	-6	1	26	1	13	-8

This part in full, previewed entries included:
SMILES	yeast mlh1 rad18	sgs1 mgt1	yeast rad50	yeast cln2 rad14	yeast mec2-1	yeast bub3
COc1ncnc2ncn(C)c12	0	-1	5	-13	18	7
O=C1C(C(O)(C(F)(F)Cl)C(F)(F)Cl)CCCC1C(O)(C(F)(F)Cl)C(F)(F)Cl (stereo not drawn)	100*	100*	100*	99*	100*	100*
CC(C)(CCC#N)c1nc2sc(C(C)(C)CCC#N)nc2s1	8	-1	-24	-48	1	-23
Cc1ccc(-c2ccccc2)cc1CC(Cl)(Cl)Cl	53	-2	-20	-23	-23	39
Cn1cc(C(C)(c2ccccc2)c2cn(C)c3ccccc23)c2ccccc21	-11	-4	-14	-24	-6	-6
Nc1nc(N)nc(-c2ccccc2-n2nnc3ccccc3c2=O)n1	-6	-10	-16	22	9	11
COc1ccc(C)cc1OC	-6	1	26	1	13	-8
COc1ccc(Cl)c(-c2cc(OC)c(N=N/C(=N/Nc3ccc([N+](=O)[O-])cc3)c3ccc([N+](=O)[O-])cc3)cc2Cl)c1	76*	60	71*	50	46	44
CN=S(=O)(OCCCCOS(=O)(=NC)c1ccccc1)c1ccccc1 (stereo not drawn)	-52	-18	48	-12	-2	-29
CC1(C)[C@H]2CC[C@]1(C)[C@H](OC(=O)NNC(=O)O[C@@H]1C[C@@H]3CC[C@@]1(C)C3(C)C)C2	-16	53	11	47	22	67
Cc1c(C)c(Cl)c(C)c(C(Cl)(Cl)Cl)c1C	-6	2	1	12	-1	-1
Cc1cc(=O)c2cccc(-c3ccccc3)c2[nH]1	22	1	20	-31	1	-13
OC(c1ccc(Cl)cc1)c1ccccn1 (stereo not drawn)	-9	-7	2	-17	-9	-19
Cc1cc(C(=O)O)c(CN2C(=O)c3ccccc3C2=O)c(=O)n1C	9&-19	-7&2	-1&-11	7&-6	-14&20	-19&12
Cn1cc(/C=C/[N+](=O)[O-])c2ccc(OCc3ccccc3)cc21	17	10	5	18	37	76*
CC(=O)N(C)N=Nc1ccc(C)cc1	-4	-14	4	4	-24	0
C(=C\c1ccccn1)/c1ccc(/C=C/c2ccccn2)cc1	14	8	-31	-27	19	3
CN(C)c1ccc(-c2c3ccccc3cc3ccccc23)cc1	-7	-2	-4	33	8	-11
CC1(C)CC(O)CC(O)C1 (stereo not drawn)	-7	0	-4	14	-1	0
CC(C)(N=NC(C)(C)C(=N)N)C(=N)N	-13	7	-6	16	17	-60

Limited to yeast mlh1 rad18 and yeast cln2 rad14, for 2 of the compounds above:
mol	yeast mlh1 rad18	yeast cln2 rad14
Cc1cc(=O)c2cccc(-c3ccccc3)c2[nH]1	22	-31
Cc1c(C)c(Cl)c(C)c(C(Cl)(Cl)Cl)c1C	-6	12

Later entries
SMILES	yeast mlh1 rad18	sgs1 mgt1	yeast rad50	yeast cln2 rad14	yeast mec2-1	yeast bub3
OC1(c2ccccc2)CCN(c2c3ccccc3nc3ccccc23)CC1	99*	98*	99*	99*	100*	99*
CC(=O)Nc1ccc(S(=O)(=O)Nc2cccc3ccccc23)cc1	22	19	23	43	7	58
O=CC(O)C(O)C(O)C1CNC(=S)O1 (stereo not drawn)	7	-10	5	-2	-15	4
NC(=O)c1cnc2sc3ccccc3n2c1=O	21	6	12	25	-2	-4
CN(C)CC(CN(C)C)C(=O)c1ccc2c(c1)OCO2	93*	93*	85*	58	87*	59
Cc1ccc(-n2nc(C)cc2C)nn1	-14	-10	-4	-26	11	27
NC1=NS(=O)(=O)N=C(N)C1=Cc1ccc([N+](=O)[O-])o1	89*	93*	88*	75*	94*	68
COc1ccc2c(c1)c[n+](C)c1c3cc(OC)c(OC)cc3ccc21	33&-20	49&43	38&5	14&35	35&3	19&26
CCc1cc(CSc2ccc(Cl)cc2)ccc1N	98*	99*	98*	97*	99*	98*
N#CC1(N)c2ccccc2-c2ccccc21	5	3	35	10	2	4

One compound at a time, from the list above.
Profile of `CC(=O)Nc1ccc(S(=O)(=O)Nc2cccc3ccccc23)cc1` → yeast mlh1 rad18: 22; sgs1 mgt1: 19; yeast rad50: 23; yeast cln2 rad14: 43; yeast mec2-1: 7; yeast bub3: 58
Profile of `CCc1cc(CSc2ccc(Cl)cc2)ccc1N` → yeast mlh1 rad18: 98*; sgs1 mgt1: 99*; yeast rad50: 98*; yeast cln2 rad14: 97*; yeast mec2-1: 99*; yeast bub3: 98*

(next part)
SMILES	yeast mlh1 rad18	sgs1 mgt1	yeast rad50	yeast cln2 rad14	yeast mec2-1	yeast bub3
N/C(=N\N=C/c1ccccc1O)NO	16	16	-16	5	-2	-15
O[C@@H]1CCCC[C@H]1Cl	12	24	10	12	3	6
COc1ccc(N2C(=O)[C@@H]3[C@@H]4CC(C)CC[C@@H]4c4c([nH]c5ccccc45)[C@@H]3C2=O)cc1 (stereo partly drawn)	-1	0	12	-39	-12	0
CCCc1cc(=O)oc2c3c(c4c(c12)OC(C)(C)CC4)O[C@H](C)C(C)C3=O (stereo partly drawn)	-45	-29	-27	0	-30	7
CC(=O)NC(N)=NCCCC(N)C(=O)O (stereo not drawn)	-19	10	0	-78	-2	9
C=CCN1C(=O)/C(=C/c2ccc(I)cc2)SC1=S	-6	-16	1	-4	-11	-4
Cc1ccn2c(=O)c(CCBr)c(C)nc2c1	2	5	13	14	-5	6
OCCCCCCCCCCO	-2	-4	-1	-14	4	5
CCCCCCCCCCCC(=O)OC/C=C/COC(=O)c1ccccc1	5	38	36	69	-5	44
C=CCn1ccc[n+]1CC(=O)c1ccccc1	0	24	-10	-32	14	-6
CN(C)CCCCN1c2ccccc2Sc2ccc(N=[N+]=[N-])cc21	92*	90*	84*	89*	79*	72*
O=C(O)C(O)(C1CCCCC1)C1CCC2CCC3CCCC1C32 (stereo not drawn)	15	20	5	13	9	-11
C=CC[N+]12CC=C(CO)C1C(O)CC2 (stereo not drawn)	-2	15	-1	-2	31	26
Cc1ccc(S(=O)(=O)Oc2ccc(Cl)c(C)c2)cc1	5&18	-25&35	-16&39	-75&14	-12&6	15&39
COCc1cc(C(C)(C)C)cc(CNC2CCCCC2)c1O	11	27	16	13	12	12
COC(=O)C(Cc1ccccc1)NP(=O)(O)OCC1OC(n2cc(F)c(=O)[nH]c2=O)CC1O (stereo not drawn)	-3	-19	-8	-18	-24	-20
CC1(C)C=CC(=NO)C=C1	7	-6	-5	6	3	8
CCCCCCCCC(O)C#CC(O)CCCCCCCC (stereo not drawn)	-9	-6	-18	-13	-21	-13
O=C(O)C(c1ccccc1)C(F)(F)F (stereo not drawn)	1	2	-1	-10	11	-2
CCOC(=O)NC(=O)c1cn(C2OC(COC(=O)CCCCCCCCC(=O)OCC3OC(n4cc(C(=O)NC(=O)OCC)c(=O)[nH]c4=O)C(O)C3O)C(O)C2O)c(=O)[nH]c1=O (stereo not drawn)	-31	-44	-43	-13	-49	-17

The list goes on, overlapping the part above by four compounds.
SMILES	yeast mlh1 rad18	sgs1 mgt1	yeast rad50	yeast cln2 rad14	yeast mec2-1	yeast bub3
CC1(C)C=CC(=NO)C=C1	7	-6	-5	6	3	8
CCCCCCCCC(O)C#CC(O)CCCCCCCC (stereo not drawn)	-9	-6	-18	-13	-21	-13
O=C(O)C(c1ccccc1)C(F)(F)F (stereo not drawn)	1	2	-1	-10	11	-2
CCOC(=O)NC(=O)c1cn(C2OC(COC(=O)CCCCCCCCC(=O)OCC3OC(n4cc(C(=O)NC(=O)OCC)c(=O)[nH]c4=O)C(O)C3O)C(O)C2O)c(=O)[nH]c1=O (stereo not drawn)	-31	-44	-43	-13	-49	-17
CCCCCc1cc[n+](CC(=O)c2ccc(F)cc2)cc1	14	23	-7	-36	14	46
CNc1ccc(C(=O)O)cc1C(F)(F)F	9	-6	0	1	-1	-33
CCCCCCCCN1C(=O)CCC1=O	0	-6	-1	0	-19	-15
CCCCC(CC)CSC[N+](C)(CC)CC (stereo not drawn)	21	22	45	2	25	16
Cc1ccc(CC(=O)c2c(C)[nH]c3ccccc23)cc1C	97*	98*	96*	94*	96*	92*
CC(=O)OCC12CC(c3ccoc3)OC3CCC4C(=O)OC(CC1C)C4(C)C32 (stereo not drawn)	-23	-19	-19	4	-29	-24
O=C1NCCCC1CCO (stereo not drawn)	-4	-8	-8	-4	-4	6
CC1=NC(C(=O)O)CC1 (stereo not drawn)	1	3	3	-2	-11	1
CC(C)(CC#N)c1cc(CC(C)(C)c2cc(CC(C)(C)c3cc(CC(C)(C)C4(C)OCCO4)no3)no2)no1	13	-17	17	0	3	-2
CC1C/C(=C\c2ccc(OC(=O)C(C)(C)C)cc2)C(=O)/C(=C/c2ccc(OC(=O)C(C)(C)C)cc2)C1 (stereo not drawn)	13	13	10	-2	9	-1
C=CNC(=S)n1nc(-c2ccccc2NC(=O)C(F)(F)F)c(=O)n(C(=S)NC=C)c1=S	25	30	31	-1	39	-9
Cc1cccc(C(=O)O)c1	0	0	-4	-17	-1	-4
Nc1cc(N)ncn1	27	4	-1	22	-19	-10
Cc1cc(C)c2ccc(Cl)nc2n1	6	-7	-7	9	1	-4
Oc1ccccc1-c1nnc2n1N=C(c1ccc(-c3ccccc3)cc1)CS2	8	23	33	20	-12	-7
CCCCCCC(O)(CCCCCC)CCCCCC	44	43	83*	24	33	5
COc1ccc([N+](=O)[O-])c2c(C)cc(=O)[nH]c12	36	22	32	-10	19	-24
C[n+]1ccccc1C#N	-4	1	-17	12	-32	-43
CC(=O)NNc1ncc(C(=O)/C=C/c2ccccc2C)s1	37	12	31	29	16	22
O=C1CCCCC1C(Nc1ccccc1)c1ccccc1 (stereo not drawn)	17	-11	3	16	-6	-3
CCOC(=O)C(=[N+]=[N-])C(=O)c1ccc(OS(C)(=O)=O)c(OS(C)(=O)=O)c1	12	13	8	22	-1	0
Clc1ccc(N=Cc2ccc(C=Nc3ccc(Cl)c(Cl)c3)cc2)cc1Cl	12	16	-8	11	-22	17
O=C1ON(c2ccccc2)C(c2ccccc2)N1c1cccc(Cl)c1 (stereo not drawn)	13	23	45	14	0	40
O=C(CCc1ccccc1)NC(=S)Nc1cccc([N+](=O)[O-])c1	86*	53	-2	-14	26	52
C=CCNC(=S)NNC(=S)NCC=C	22	10	10	4	34	-16
CSCC(=O)c1ccccc1	5	9	17	-6	7	2
O=C1OC(c2ccc(O)cc2)(c2ccc(O)cc2)c2cccc3cccc1c23	98*	99*	99*	99*	99*	99*
CCOC(=O)CCC(=O)c1ccc2cc(OC)ccc2c1	27	12	6	-36	25	35
CC1=N/C(=C\c2cccs2)C(=O)O1	29	28	27	20	30	23
CN(C)c1ccc(C=C(c2ccc(N)cc2)c2ccc(N)cc2)cc1	21	24	9	-1	-1	52
CCC(C)(C(=O)O)c1ccccc1 (stereo not drawn)	16	-4	4	-15	-6	-42
Cc1[nH]c(=O)[nH]c(=O)c1CN(C)Cc1cc(Cl)cc(Cl)c1O	78*	77*	53	22	27	30
CCCCCCCCC(=O)NCCOC	11	6	11	-21	3	-3
Cc1cc(=O)c2cc(Cc3ccc(N)cc3)ccc2[nH]1	1	-8	8	3	-17	-3
